# Screening data as filed in PubChem.
# PKA-R1A act: activators of PKA-R1A complex | actives 0.083% (n = 340,000) | PKA-R1A dissociation, Cy5-IP20 fluorescence polarization; scaled: DMSO 0%, 113 µM cGMP 100% | activation, % at 11.4 µM;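 active = percent activation above the mean of all tested compounds plus 3 SD, cut at about 19% in these data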;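 note: higher means more PKAc released from R1A so a rise in polarization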
# HTR5A inv ag: counter-screen for OPRM1-OPRD1 inverse agonists: human HTR5A inverse agonism. HTR5A cell line, luminescence. actives 0.083% (n = 340,000). inhibition, % at 9.3 µM; in the data active = inhibition mostly above about 23%, no sharp cut-off; inactive = mostly below about 18%;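 note: 0% = cells with DMSO and 100% = no-cell wells with DMSO; some compounds called inactive have numbers as strong as hits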
# MOR-DOR inv ag: mu-delta opioid heterodimer inverse agonism; actives 0.21% (n = 340,000); AID 504357; inhibition, % at 9.3 µM; P35372+P41143; cell-based MOR-DOR heterodimer luminescence; in the data active = inhibition above about 22%, passing the limit was not always enough;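 note: 0% = cells with DMSO and 100% = wells without cells with DMSO; values of inactives mirror those of a sister screen read the other way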
# OPRM1-OPRD1 ag: OPRM1-OPRD1 heterodimerization agonism | actives 0.3% (n = 340,000) | cells, luminescence | activation, % at 9.3 µM; in the data active = activation above about 18%;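 note: 0% = vehicle-treated cells and 100% = reference agonist; values of inactives mirror those of a sister screen read the other way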
# HTR5A ag: HTR5A agonism, opioid heterodimer counter-screen. P47898. HTR5A agonist assay, luminescence, cell-based. activation, % at 9.3 µM. actives 0.61% (n = 340,000). AID 504692; in the data active = activation mostly above about 9.5%, no sharp cut-off; inactive = mostly below about 7.6%;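 note: 0% = cells with vehicle only and 100% = reference agonist; strong numbers were not always called active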
# Ecoli viability: bacterial growth inhibition, counter-screen for AddAB inhibitors; E. coli V3065 growth, OD600 absorbance, 18 h; inhibition, % at 11.9 µM; actives 0.27% (n = 330,000);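 active = inhibition above the campaign's mean inhibition across all tested compounds plus 3 SD, cut at about 9.9% in these data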;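 note: uninfected addAB+ strain grown without phage in ampicillin broth; 0% = DMSO wells and 100% = ciprofloxacin 0.95 µg/ml wells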
# Mot1-301 SUMO: inhibitors of SUMOylation pathway: yeast Mot1-301 growth rescue | S. cerevisiae Mot1-301 growth rescue, ATP luminescence, 38.5C; percent above DMSO median, 100 means doubled | growth rescue, % at 18.8 µM | actives 1% (n = 320,000) | AID 2716;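 active = every valid replicate shows activation above 250% relative to neutral control wells; inactive = the rest, any valid replicate at or below 250%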;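 note: OY570 slx delta 5 strain wells were the positive control but not used for scaling; some compounds called inactive have numbers as strong as hits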
# AddAB inh: less growth of phage-infected E. coli with AddAB | inhibition, % at 11.9 µM | AID 435030 | E. coli expressing H. pylori AddAB, absorbance growth | actives 0.29% (n = 330,000); in the data active = inhibition above about 12%;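 note: 0% = vehicle wells of infected cells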
# PfHsp90 set2: growth inhibition of yeast expressing Plasmodium Hsp90. S. cerevisiae expressing PfHsp90, BacTiter-Glo ATP, 48 h; yeast lacking PDR1 and PDR3 efflux regulators. inhibition, % at 9.4 µM. actives 0.32% (n = 310,000). AID 504621;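 active = every replicate shows inhibition above about 80%, whatever the replicate mean, limit read from the data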;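 note: 0% = DMSO neutral controls and 100% = 20 µM radicicol positive controls; yeast relying on Plasmodium falciparum Hsp90 in place of its own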
# phage Ecoli inh: E. coli growth loss with phage present; growth absorbance; inhibition, % at 11.9 µM; actives 0.26% (n = 360,000); AID 651602; in the data active = inhibition above about 11%
# DSG3 Ab inh: inhibitors of pemphigus antibody binding to human desmoglein-3 | P32926 | DSG3-coupled beads, scFv-anti-DSG3-GFP binding, flow cytometry; active compounds read low | binding (percent of control), % at 10 µM | actives 0.48% (n = 310,000) | AID 588358;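 active = binding more than 3 SD below its plate's average and above zero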;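 note: hits lower antibody fragment binding to DSG3; some compounds called inactive have numbers as strong as hits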
# Target sequence (P32926 whole entry, looked up, the tested form may be a part): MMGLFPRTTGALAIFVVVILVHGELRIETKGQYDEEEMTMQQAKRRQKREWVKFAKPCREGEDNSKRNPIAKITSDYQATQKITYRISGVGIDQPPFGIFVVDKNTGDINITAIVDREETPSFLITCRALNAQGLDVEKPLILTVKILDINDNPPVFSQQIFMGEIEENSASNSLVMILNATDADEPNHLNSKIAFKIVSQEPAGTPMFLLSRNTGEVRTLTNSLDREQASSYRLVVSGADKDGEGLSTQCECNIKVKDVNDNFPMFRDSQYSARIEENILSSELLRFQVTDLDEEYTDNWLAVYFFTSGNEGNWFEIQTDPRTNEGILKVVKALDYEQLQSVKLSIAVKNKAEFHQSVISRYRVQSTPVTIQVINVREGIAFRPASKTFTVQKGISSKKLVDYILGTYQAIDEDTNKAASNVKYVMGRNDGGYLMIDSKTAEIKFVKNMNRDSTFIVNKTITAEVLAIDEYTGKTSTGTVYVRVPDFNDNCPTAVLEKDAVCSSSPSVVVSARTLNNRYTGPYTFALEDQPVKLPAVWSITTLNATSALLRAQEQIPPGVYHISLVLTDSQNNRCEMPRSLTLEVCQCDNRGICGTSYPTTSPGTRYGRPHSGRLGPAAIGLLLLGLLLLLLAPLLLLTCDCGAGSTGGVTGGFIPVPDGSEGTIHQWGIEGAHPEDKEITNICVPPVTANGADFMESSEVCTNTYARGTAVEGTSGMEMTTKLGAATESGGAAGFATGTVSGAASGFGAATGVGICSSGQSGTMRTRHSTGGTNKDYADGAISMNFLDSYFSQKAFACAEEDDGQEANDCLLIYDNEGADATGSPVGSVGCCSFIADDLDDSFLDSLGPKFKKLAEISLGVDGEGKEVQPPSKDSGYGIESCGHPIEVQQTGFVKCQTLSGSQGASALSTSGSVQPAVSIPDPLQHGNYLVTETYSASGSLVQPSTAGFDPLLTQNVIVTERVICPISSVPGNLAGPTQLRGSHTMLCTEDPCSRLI
# * hit, by the source's call; x = not tested or not shown. No enrichment for hits. Share with any hit: about 3.2%.
structure,phage Ecoli inh,Mot1-301 SUMO,AddAB inh,HTR5A ag,Ecoli viability,MOR-DOR inv ag,HTR5A inv ag,DSG3 Ab inh,OPRM1-OPRD1 ag,PfHsp90 set2,PKA-R1A act
CN1C(=S)N(c2cccnc2)C(=O)/C1=C\c1ccc(N(C)C)cc1,2.8,x,x,-2,x,3,5,123,-0.6,11,9
N#C/C(=C\c1ccc(-c2ccc(C(=O)O)cc2)o1)C(=O)NCC1CCCO1 (stereo unspecified),x,-13,5.2,-6,0.3,14,15,114,-2.7,-18,2
O=C1CC(C2CCCO2)C(=O)N1c1cccc(Cl)c1 (stereo unspecified),0.8,5,4.8,4,2.6,-4,6,113,0.7,-10,6
Cn1c(N2CCC(C(N)=O)CC2)nc2c1c(=O)n(Cc1ccc(Br)cc1)c(=O)n2C,-0.2,-15,3.9,8,1.6,9,-13,104,-1.7,10,-20
CC(C)CC(=O)/C(=C/c1ccc(N(C)C)cc1)n1cncn1,4.4,11,-0.3,6,-2.3,14,-23,92,-3.0,15,3
O=C(c1ccco1)N1CCN(Cc2cc(=O)c(OCc3cccc(Cl)c3)co2)CC1,1.6,2,2.3,0,2.3,3,-12,106,-0.4,x,-14
O=C(NCC1COc2ccccc2O1)c1ccc(NC(=O)c2ccco2)cc1 (stereo unspecified),2.1,21,2.1,-2,-1.1,9,-12,116,-2.1,-21,-8
CCC(=O)N/N=C/c1ccc(-c2ccc(Cl)cc2)o1,-1.2,52,-1.1,4,1.2,-3,-8,113,0.7,x,2
Cn1nc(C(F)(F)F)c(C(=O)Nc2cccc(C(F)(F)F)c2)c1SCc1ccc(Cl)cc1,4.9,-3,2.9,10,3.8,-28,-12,111,6.2,x,-13
COc1ccc(Cl)cc1N1C(=O)C2CCCN2C1c1ccc(F)c(F)c1 (stereo unspecified),3.2,-20,-1.1,2,-2.9,8,-6,104,-1.5,15,5
O=[N+]([O-])c1cc(Cl)c(Cl)c(Cl)c1Cl,2.7,24,1.0,2,0.9,6,-8,102,-1.1,-6,-12
N/C(=N\OC(=O)CCC1CCCC1)c1ccc(Cl)cc1,3.1,32,3.5,1,2.7,22,-2,80,-4.2,x,-14
Cc1cc(=O)oc2cc(OCCSCCN3CCCC3)ccc12,0.6,7,-0.6,x,-0.3,x,x,108,x,x,x
CCN(c1ccc(C)cc1C)S(=O)(=O)c1nnc(NC(=O)C(C)(C)C)s1,1.8,-2,-1.1,9.9*,-1.0,-27,-38,105,5.6,-54,-8
CS(=O)(=O)c1ccc(-c2sc3ccccc3c2C(=O)N2CCN(c3ccc(F)cc3)CC2)cc1,3.6,-43,1.4,4,-1.6,-12,8,102,2.7,-2,-3
Cc1ccc(CC(NC(=O)c2ccccc2)C(=O)NC(C)C(=O)O)cc1 (stereo unspecified),2.2,-10,0.5,1,-3.6,7,12,93,-1.3,-5,12
CCCCn1c(N)c(N(CC(C)C)C(=O)c2cc(-c3ccc(OC)cc3)nc3ccccc23)c(=O)[nH]c1=O,3.0,x,x,4,x,8,-12,x,-1.9,-33,0
COc1ccc(C(=O)Nc2cccc(NC(=O)c3ccc(OC)cc3OC)n2)c(OC)c1,-1.5,3,2.4,13*,1.2,0,7,107,0.0,-16,-11
Cn1c(-c2cccs2)[n+](C)c2ccccc21,3.4,265,6.3,3,3.0,-4,-12,97,0.8,4,-11
CCN(CC(=O)NC(C)C)Cc1nc2c(Br)cc(Br)cc2c(=O)[nH]1,-1.4,-9,-2.9,3,-0.9,6,-23,103,-1.2,-12,-11
C(=N\N1CCN(c2ccccc2)CC1)/c1ccccc1,-0.1,-1,1.1,-3,1.9,3,8,95,-0.6,21,-1
CCCCn1c(=N)n(CC(=O)c2ccc(Br)s2)c2ccccc21,5.7,-5,11,3,5.9,-11,-6,95,2.1,-10,-6
COc1ccc(C(c2sc3nc(C)nn3c2O)N2CCC(C(N)=O)CC2)cc1OC (stereo unspecified),1.0,24,0.2,9,-1.6,5,-28,101,-0.8,1,-4
O=C1c2ccc(Oc3ccc4c(c3)C(=O)N(CCCO)C4=O)cc2C(=O)N1CCCO,1.4,-20,1.6,2,-1.4,-4,-4,x,0.9,0,8
CCCNS(=O)(=O)c1cc2c3c(c1)C(C)C(=O)N3CCC2 (stereo unspecified),-1.7,-3,3.0,-3,-0.9,15,13,x,-2.9,-2,-10
O=C(CNC(=O)c1cccs1)OCC(=O)c1ccccc1Cl,3.4,232,-0.7,0,0.7,21,1,97,-4.5,16,-9
CC(C)N(Cc1nccn1C)C(=O)c1ccc2oc(CCCc3ccccc3)nc2c1,2.9,16,-0.9,-5,-1.1,-6,-16,104,0.9,6,4
C=CCn1c(CCNC(=O)c2ccccc2F)nnc1SCC(=O)Nc1ccc(OC)cc1,-4.1,x,-0.6,-1,-1.3,13,-13,114,-2.7,x,1
COc1ccc2c(c1)cc1c(=O)n(CC(=O)NCCCOC(C)C)nc(C)n12,0.7,-5,0.6,2,-1.4,4,-7,102,-0.8,-29,5
CCC(C)(C)NC(=O)C(c1ccccc1F)N(C(=O)c1ccn[nH]1)c1ccccc1 (stereo unspecified),1.4,-18,0.4,-3,-0.9,8,-3,108,-1.7,0,-10
CCCCCCCC1CC(CSc2ncn[nH]2)OC1=O (stereo unspecified),3.2,-6,3.2,4,-0.1,7,-5,102,-1.3,-7,-3
O=C(CNC(=O)/C(=C\c1ccc(F)cc1)NC(=O)c1ccccc1)OCc1ccccc1,0.9,6,5.5,7,0.8,-4,-8,104,0.7,0,3
CCOC(=O)N1CCN(C(=O)CN(c2ccc(Oc3ccccc3)cc2)S(C)(=O)=O)CC1,2.2,9,2.6,3,0.2,12,-5,101,-2.3,-6,5
COc1ccc(NS(=O)(=O)c2cccc(C(=O)NN=C(C)c3ccco3)c2)cc1,-0.1,-2,-0.2,-3,-1.0,-26,8,100,6.6,-5,-13
O=C(CSc1nc2c(cnn2-c2ccccc2)c(=O)[nH]1)N1CCCCC1,0.1,-9,-0.1,-1,-0.5,2,7,106,-0.4,11,-17
O=C(CCl)Nc1ccccc1Sc1ccccc1,4.5,-4,1.6,-2,1.0,-1,6,103,0.1,2,6
CCC(CC)NC(=O)COC(=O)CCC(=O)c1ccc(Cl)cc1,1.9,x,1.5,1,1.3,-3,-3,106,0.7,-5,-10
COc1ccc(-c2nnc3c4ccccc4c(C)nn23)cc1,0.5,x,0.5,-1,2.1,7,1,101,-1.5,x,-9
CCc1ccc(NC(=O)C(C)n2nc(C)c([N+](=O)[O-])c2C)cc1 (stereo unspecified),2.3,339,2.0,-4,1.1,6,11,105,-1.1,-3,0
COc1ccc(OCC(O)CNC(=O)Nc2ccc(C(C)(C)C)cc2)cc1 (stereo unspecified),1.1,-2,3.0,1,0.2,-23,-12,105,4.7,0,-8
Cn1nc(-c2ccccc2)c(-c2nc(-c3cccc(C(F)(F)F)c3)no2)c1Cl,0.2,7,-2.2,-1,-0.2,13,13,64,-2.4,-6,-9
O=C(N/N=C/c1ccco1)c1ccncc1,0.0,-1,-1.7,-2,-1.8,6,-11,102,-1.1,x,-1
Cc1cnc(C(=O)Nc2nnc(C3CC3)s2)cn1,1.6,57,1.7,1,-0.3,9,-2,101,-1.9,9,-7
COc1cccc(NC(=S)NCc2ccccc2)c1,2.2,-2,1.4,-1,2.6,4,3,102,-0.8,-7,-7
Cc1ccc(-c2nnn(CC(=O)Nc3nnc(C(C)C)s3)n2)cc1,1.2,-12,0.5,0,0.6,-1,-1,97,0.2,-22,1
N#Cc1c(Nc2cccc(F)c2)sc2c(O)cc(=O)[nH]c12,2.6,67,-1.3,x,-0.8,x,x,x,x,-26,x
CCOC(=O)C1(CCOc2ccccc2)CCN(Cc2cccc(F)c2)CC1,1.0,0,2.7,-2,0.3,-3,5,108,0.6,0,-2
CC(OC(=O)C(C)Oc1ccccc1)C(=O)Nc1ccc(S(=O)(=O)N2CCCCC2)cc1 (stereo unspecified),6.6,0,0.1,10,0.7,-18,-28,x,4.5,-22,2
CN(C(=O)CSc1nnc(C(F)(F)F)n1N)C1CCS(=O)(=O)C1 (stereo unspecified),-0.7,-26,2.0,-1,1.0,0,-5,93,0.0,6,-8
O=C(C1CCCO1)N1CCN(C(c2ccccc2)c2ccccc2)CC1 (stereo unspecified),0.3,1,2.0,-4,3.5,-3,10,102,0.5,12,-6

# (next part)
structure,phage Ecoli inh,Mot1-301 SUMO,AddAB inh,HTR5A ag,Ecoli viability,MOR-DOR inv ag,HTR5A inv ag,DSG3 Ab inh,OPRM1-OPRD1 ag,PfHsp90 set2,PKA-R1A act
CC1(C)Oc2ccc(NC(=O)C3COc4ccccc4O3)cc2O1 (stereo unspecified),5.8,-26,3.3,3,-2.6,-12,-11,x,2.3,8,2
NC(=O)c1nnn(-c2ccccc2)c1N,6.1,-6,-2.5,2,-2.1,5,-5,103,-1.0,9,-11
COc1ccc(CCNC(=O)CSc2nnc(CNc3ccc(Cl)cc3)o2)cc1OC,1.4,-48,0.6,2,0.5,11,-4,101,-2.3,-5,2
Cc1ccccc1OCC(=O)Nc1ccccc1C(=O)NC1CC1,2.8,-15,0.9,-1,1.0,11,3,111,-2.0,x,-5
CCc1cc(C(=O)c2ccccc2OC)c(N)s1,-3.9,-26,1.2,15,3.2,1,-39,107,-0.2,-3,4
CN(CC(=O)Nc1ccc(Cl)c(C(F)(F)F)c1)C(=O)CCCNC(=O)c1ccc(Cl)cc1,0.8,-20,-0.8,-2,-1.8,-1,6,x,0.3,17,-16
O=C(CSc1ncnc2ccccc12)Nc1cccc(S(=O)(=O)N2CCOCC2)c1,3.6,1,2.1,0,-1.2,2,-1,101,-0.4,10,-3
Cc1ccc2nc(-c3sc4nc(C)cc(C)c4c3N)[nH]c2c1,3.1,-11,0.3,8,-0.1,-55,-16,98,11,3,-10
COc1ccc(/C=C/c2nc(N)nc(-c3ccccc3O)n2)cc1OC,4.9,-12,0.0,-5,-1.1,-40,14,102,5.5,7,-5
N=c1sccn1CC(=O)Nc1cccc(Oc2ccccc2)c1,2.3,-14,1.5,2,-0.6,-7,-17,107,1.2,-3,4
Cc1cc(-c2ccc(C)c(S(=O)(=O)NCCc3ccc(S(N)(=O)=O)cc3)c2)on1,1.3,204,-0.4,0,0.1,-2,-1,102,0.3,5,0
CN(C)N1C(N)=C(C#N)C(c2ccsc2)C2=C1CCCC2=O (stereo unspecified),-1.5,-4,-0.7,11,3.0,14,-28,102,-2.3,16,1
CCOC(=O)C1Cn2c(nc3c(c2=O)C(C)(CC)Cc2ccccc2-3)S1 (stereo unspecified),2.7,x,0.7,0,-0.9,-29,8,98,5.0,-129,-1
Cc1cccc(C(=O)OCC(=O)N2CCc3ccccc3C2)c1O,2.3,9,-0.7,-1,2.6,-13,6,94,2.9,-9,6
